Compound activity deposited in PubChem BioAssay by National Center for Advancing Translational Sciences (NCATS).
TCR activator: activators of T cell receptors. primary human leukocytes, anti-CD3, IL-2 HTRF, 48 h. Potency, µM (series often up to 9.22 µM), for the others: top-dose activation of IL-2 secretion, most hits filed as activators. 330,000 tested, under 10 active. AID 504894; also: % of control where 0% means no effect
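Primary human leukocytes incubated 48 hr with anti-CD3 beads plus compound, without co-stimulation. Secreted IL-2 measured by HTRF (europium cryptate/d2 anti-IL-2 pair, 320 nm excitation, 665 nm emission).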
Eya2 inh: blocks the phosphatase activity of human Eya2; recombinant Eya2, OMFP fluorescence dephosphorylation (OMFP is methylfluorescein phosphate); Potency, µM (titrated, usually from 76.9 µM), without a hit: top-dose activity, negative = inhibition, hits mostly inhibitors; actives 0.006% (n = 330,000); also: potency is read from the fitted curve at half-maximal effect; % is scaled to controls: 0 for no effect and ±100 for the full control effect
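Eya2 protein (added as 0.2 uM solution) was preincubated with compound for 10 min at ambient temperature in 50 mM HEPES pH 7.5, 50 mM NaCl, 5 uM MgCl2, 0.05% BSA, 1 mM DTT. OMFP (added at 50 uM) then reacted 10 min; fluorescence read at 485/525 nm.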
ELG1 repair inh: inhibitors of ELG1-dependent DNA repair in HEK293T cells | HEK293T ELG1-luciferase reporter, luminescence, 16 h; DNA damage induced by 5-fluorouridine | Potency, µM (doses to about 46.1 µM), inactives show top-dose activity change, negative = inhibition, most hits filed as inhibitors | actives 2.3% (n = 330,000); also: potency is read from the fitted curve at half-maximal effect; % is scaled to controls: 0 for no effect and ±100 for the full control effect; nearly all actives have a fitted effect of over 55% in size
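Step one: seed 2,000 cells per well. Step two: pin-transfer compound or DMSO alongside 5-fluorouridine. Step three: incubate 16 hr, 37 °C, 5% CO2. Step four: add ONE-Glo, wait 30 min, read luminescence.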
Mito fusion act: inhibitors of mitochondrial division or activators of mitochondrial fusion | Potency, µM (highest dose often 46.1 µM), without a hit: top-dose growth rescue (activation), actives largely listed as activators | actives 0.23% (n = 320,000) | S. cerevisiae fusion-defective mutant growth rescue, CellTiterGlo 48 h;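 also: potency is read from the fitted curve at half-maximal effect; % of control where 0% means no effect; nearly all actives have a fitted effect of over 45% in size; temperature-sensitive fusion mutants such as fzo1-1 at 37 °C on non-fermentable ethanol glycerol medium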
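Yeast fusion mutant, YPEG (non-fermentable carbon), compound, 48 h at 37C non-permissive; CellTiterGlo added, 10 min RT, luminescence read. Rescued growth = division inhibition.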
AT treatment: potential ataxia-telangiectasia treatments restoring KAP-1 phosphorylation | […] A-T fibroblasts, KAP-1 phosphorylation AlphaLISA; neocarzinostatin DNA damage 30 min before lysis | Potency, µM (titrated, usually from 57.5 µM), without a hit: at the highest dose activation, actives largely listed as activators | actives 0.19% (n = 320,000); also: potency is read from the fitted curve at half-maximal effect; % of control where 0% means no effect; nearly all actives have a fitted effect of over 45% in size
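hTERT-immortalized A-T patient fibroblasts ([…]), 500 cells/well in OPTI-MEM, 1% FBS, got compounds for 60 min, then NCS for 30 min at 37C. Lysates were then assayed for phospho-KAP-1 by AlphaLISA (anti-pKAP1 donor, anti-KAP1 acceptor beads), 6 hr at 25C.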
TSG101-PTAP inh: blocks PTAP/TSG101 interaction to inhibit HIV-1 budding; Potency, µM (titrated, usually from 115 µM), without a hit: at the highest dose activity change, negative = inhibition, usual class: inhibitors; Fluorescence polarization, FITC-PTAP peptide / Tsg101 binding; Q99816; 340,000 tested, under 10 active; active = well fitted inhibition curve with a large enough effect in the main read-out, with a control signal flat, not every such curve was filed as active; inconclusive = small, poorly fitted or top-dose-only effect, or effect the other way, or a change in a side signal; inactive = no such curve, though single readings can be large or run the other way; also: potency is read from the fitted curve at half-maximal effect; % of control where 0% means no effect
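Steps: Tsg101 binding domain dispensed (10 uM final), compounds pinned in DMSO, FITC-labeled PTAP-motif peptide added (50 nM final); after 20 min binding at room temperature, polarization measured.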
Tb PFK inh: blocks T. brucei phosphofructokinase; actives 0.17% (n = 330,000); Potency, µM (doses to about 57.5 µM), without a hit: at the highest dose activity, negative = inhibition, hits mostly inhibitors; T. brucei PFK, ADP-Glo luminescence; O15648;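 also: potency is read from the fitted curve at half-maximal effect; 0% = uninhibited 1x PFK enzyme wells and -100% = no-enzyme wells; nearly all actives have a fitted effect of over 60% in size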
Target sequence (O15648 whole entry, looked up): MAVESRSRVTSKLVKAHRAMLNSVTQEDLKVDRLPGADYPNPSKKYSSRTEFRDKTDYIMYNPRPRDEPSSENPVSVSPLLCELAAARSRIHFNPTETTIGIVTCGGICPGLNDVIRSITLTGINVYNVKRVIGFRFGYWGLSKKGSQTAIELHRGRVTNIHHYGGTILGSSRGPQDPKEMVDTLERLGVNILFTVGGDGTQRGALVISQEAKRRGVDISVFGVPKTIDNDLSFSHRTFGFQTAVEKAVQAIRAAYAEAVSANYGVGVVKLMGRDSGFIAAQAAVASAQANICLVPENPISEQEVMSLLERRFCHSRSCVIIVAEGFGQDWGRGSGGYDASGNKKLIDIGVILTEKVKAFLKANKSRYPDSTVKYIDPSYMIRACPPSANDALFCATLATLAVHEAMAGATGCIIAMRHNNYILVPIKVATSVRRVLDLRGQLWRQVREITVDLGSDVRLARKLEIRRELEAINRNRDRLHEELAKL
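In TEA buffer at pH 8.0 with 5 mM MgCl2, enzyme (1.25 nM) converted F6P (0.5 mM) and ATP (0.1 mM) for 45 min at room temperature. ADP product was read by luciferase luminescence.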
ASM inhibitor: blocks human secretory acid sphingomyelinase; Potency, µM (top dose mostly 57.5 µM), without a hit: top-dose activity change, negative = inhibition, hits mostly inhibitors; P17405; placental ASM, HMU-PC fluorogenic substrate, 60 min; AID 504937; actives 0.006% (n = 340,000); also: potency is read from the fitted curve at half-maximal effect
Target sequence (P17405 47-631 limits assumed): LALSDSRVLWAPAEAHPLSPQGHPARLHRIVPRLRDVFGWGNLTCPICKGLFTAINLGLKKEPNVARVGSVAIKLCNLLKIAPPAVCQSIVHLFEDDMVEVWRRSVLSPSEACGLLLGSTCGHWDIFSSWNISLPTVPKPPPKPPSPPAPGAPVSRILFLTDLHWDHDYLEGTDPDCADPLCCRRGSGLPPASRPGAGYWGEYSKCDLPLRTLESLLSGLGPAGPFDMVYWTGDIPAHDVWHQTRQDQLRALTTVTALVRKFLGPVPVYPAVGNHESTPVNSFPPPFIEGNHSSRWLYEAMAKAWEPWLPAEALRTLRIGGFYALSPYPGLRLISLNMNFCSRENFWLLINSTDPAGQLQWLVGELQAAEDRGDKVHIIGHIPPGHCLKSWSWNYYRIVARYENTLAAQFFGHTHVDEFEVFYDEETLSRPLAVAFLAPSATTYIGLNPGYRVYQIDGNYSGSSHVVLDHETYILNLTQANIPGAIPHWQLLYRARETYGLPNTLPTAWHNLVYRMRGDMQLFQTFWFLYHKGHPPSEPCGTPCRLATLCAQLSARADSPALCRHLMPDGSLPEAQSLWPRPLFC
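HMU-PC0 cleavage (9 uM final) by human placental ASM, 60 min at 37 °C following 10 min compound exposure at RT; stopped at pH 10, fluorescence Ex 386/Em 447 nm.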
Chronic BCR inh: inhibitors of chronic active B-cell receptor signaling. ABC-DLBCL IkBa-CBG/CBR reporter, luminescence ratio, 4 h. Potency, µM (top dose mostly 46.1 µM), for the others: at the top dose ratio change, negative = lower green/red ratio, actives largely listed as inhibitors. actives 0.05% (n = 340,000); active = well fitted inhibition curve with a large enough effect in the signal ratio, with a control signal flat, not every such curve was filed as active; inconclusive = small, poorly fitted or top-dose-only effect, or effect the other way, or a change in a side signal; the % refers to the signal ratio;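 also: potency is read from the fitted curve at half-maximal effect; plate controls were basal doxycycline-induced cells for no effect and cells given 10 µM MG132 for full effect; MG132 reads +100%, hits lower the ratio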
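TMD8 human ABC-DLBCL cells with doxycycline-inducible IκBα–green luciferase fusion and unfused red luciferase, in 0.5% FBS medium; compounds up to 46 uM, 4 h at 37C. Green/red luminescence ratio, filter-overlap corrected, fitted to concentration-response curves.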
TSHR antag: human thyrotropin receptor antagonism. TSHR-expressing cells, TSH-stimulated cAMP HTRF, 2 h; hits give low values. activity change, negative = inhibition, % at 11.5 µM. actives 0.2% (n = 330,000);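 active = activity change below a set negative limit, meaning inhibition stronger than a set level, cut at about -70% in these data; inconclusive = activity change between two set negative limits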; also: % is scaled to controls: 0 for no effect and ±100 for the full control effect
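Freshly harvested TSHR cells receive pin-tooled compound, then EC80 TSH at 4nM final. After 2 hours at 37 deg C, antibody in lysis buffer and cAMP-d2 are added; 30 minutes at ambient temperature precede the HTRF read.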
Integrin act MD: activators of alpha7 integrin expression for muscular dystrophy; actives 0.064% (n = 350,000); AID 624291; alpha7betagal myoblasts, beta-gal FDG fluorescence, 48 h; Potency, µM (top dose mostly 38.3 µM), for the others: at the highest dose activation, actives largely listed as activators;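 also: potency is read from the fitted curve at half-maximal effect; 100% = response of the positive control SU9516; nearly all actives have a fitted effect of over 60% in size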
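alpha7betagal+/- myoblasts (passage 13, 250/well) treated 48 h at 37C with compounds at 1:260 dilution of DMSO stock. Lysed, then beta-galactosidase activity read as FDG fluorescence (ex 480/em 540) after 30 min, with pre-read for autofluorescence.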
Starred values were filed as active, the others as inactive; i = inactive; u = inconclusive; x = no result given; [ ] = another dose, or the depositor's remark. Unless noted, calls follow the shape of the dose curve; as a rule, active = well fitted curve in the direction sought with a large enough effect; inconclusive = small, poorly fitted or top-dose-only effect, or another doubt; inactive = no such curve, though single readings can be large; an effect the other way counts as inactive or inconclusive. An unsorted share of the library (roughly 3.2% active in at least one column).

Structure,TCR activator,Eya2 inh,ELG1 repair inh,Mito fusion act,AT treatment,TSG101-PTAP inh,Tb PFK inh,ASM inhibitor,Chronic BCR inh,TSHR antag,Integrin act MD
CCc1ccc(/C=C2\SC(=S)N(CCCC(=O)Nc3nccs3)C2=O)cc1,1.4%[46.1 µM],-0.9%,25.1%,-1.0%,-1.4%,-3.1%,2.3%,-0.3%,u,39.5,10.2%
CCOc1ccc2ncc(S(=O)(=O)c3ccc(C)cc3)c(N3CCC4(CC3)OCCO4)c2c1,-5.4%[46.1 µM],-16.0%,18.4µM*,1.8%,0.6%,-2.3%,-1.4%,-1.7%,-7.4%,12.1,-2.3%
Cc1ccc(N(C(=O)CNC(=O)c2ccco2)C(C(=O)NC2CCCC2)c2cccnc2)cc1F (stereo not given),4.2%,1.3%,-4.1%,-7.0%,-3.4%,-1.3%,10.4%,4.4%,-1.8%,-5.4,19.4%
COc1ccc(C(O)P(=O)(OCCC(C)C)c2ccc(N(C)C)cc2)cc1 (stereo not given),-1.8%,-1.8%,1.1%,3.9%,-8.0%,-2.4%,-13.2%,0.0%,-0.6%,1.4,u
CCOC(=O)CSc1nnc(-c2ccc(Cl)cc2Cl)o1,x,-0.2%,19.7%,-2.8%,-13.7%,-9.4%,-0.1%,1.1%,4.8%,-12.4,15.1%
Cc1nc(Nc2ccc(Cl)cc2)c2oc3ccccc3c2n1,7.9%,-22.7%,-3.5%,16.9%,x,0.5%,-18.8%,-15.1%,4.7%,10.0,-9.7%
CCc1n[nH]c(=S)n1/N=C/c1ccc(N(C)c2ccccc2)cc1,10.8%,2.0%,u,10.4%,-5.7%,-1.6%,-0.9%,3.8%,-0.8%,1.7,3.9%
CC1(c2ccccn2)Nc2ccccc2-c2nc3ccccc3n21 (stereo not given),4.8%,2.0%,u,-16.4%,18.3%,-10.1%,-0.5%,i,1.2%,13.3,6.5%
Cc1onc(CO)c1C(=O)Nc1nccs1,6.4%,7.8%,-0.6%,4.8%,2.4%,-3.8%,0.8%,-1.5%,u,2.8,23.9%
O=C1c2ccccc2NC(c2ccc3c(c2)OCO3)N1O (stereo not given),7.2%,-17.6%,14.9%,-0.4%,-2.0%,-5.2%,1.8%,2.5%,-13.9%,0.5,-13.4%
O=C(CC(Nc1ccc(F)cc1)C(=O)O)c1ccccc1 (stereo not given),-2.7%,-6.0%,u,3.9%,2.6%,-1.5%,17.8%,4.0%,u,1.9,0.1%
O=C(COC(=O)CCC(=O)c1ccc(Cl)cc1)NCCc1ccccc1,3.8%,-0.8%,11.3%,0.2%,-4.0%,-2.9%,4.0%,-0.2%,2.6%,10.3,2.9%
O=C(NC1CCCC1)c1cccnc1N1CCCCCC1,-0.5%,-12.3%,-6.0%,0.7%,1.3%,-2.0%,1.3%,0.4%,-4.6%,4.5,26.9%
COc1ccc(S(=O)(=O)N(C)C[C@H]2Oc3c(NC(=O)Cc4ccccc4)cccc3C(=O)N([C@H](C)CO)C[C@@H]2C)cc1,0.7%,15.9%,20.6%,x,-2.4%,0.9%,0.0%,17.3%,4.5%,3.6,-2.5%
O=C(CSc1nnc2ccc(-c3cccnc3)nn12)Nc1ccc(F)cc1,-8.1%,7.6%,0.5%,-4.8%,-0.5%,0.8%,-6.6%,3.8%,-6.3%,0.0,8.7%
CN(C(=O)COc1ncnc2sccc12)c1ccccc1,12.6%,-4.7%,-3.5%,11.7%,0.2%,-0.2%,-4.2%,2.0%,13.1%,-0.1,14.5%
COC(=O)c1nc2n(n1)C(c1cc(OC)ccc1OC)C(C(=O)OC1CCCCC1)=C(C)N2 (stereo not given),0.2%,-14.8%,u,3.9%,1.7%,-4.5%,-1.8%,-11.9%,11.1%,7.6,-0.4%
CCCCN(CC)C(=O)c1ccc2c(c1)OCO2,-1.3%[46.1 µM],8.0%,-0.9%,-5.3%,-6.4%,-5.7%,-4.9%,0.7%,u,6.3,6.3%
COC(=O)c1c(NC(=O)c2cccs2)sc2c1CCCC2,-2.6%,26.9%,u,14.1µM*,6.7%,-2.3%,7.6%,33.2%[activator],0.8%,-37.7,-16.3%
O/N=C1\CCC\C1=C/c1ccco1,x,-15.8%,17.0%,1.7%,2.7%,-4.1%,1.5%,3.8%,1.9%,1.5,-15.1%
O=C(Nc1ccc(C(=O)O)cc1)/C(=C\c1ccco1)NC(=O)c1ccco1,-3.3%,-5.9%,7.8%,-3.6%,12.0%,-5.1%,9.3%,6.5%,0.3%,-29.1,2.9%
CCCc1nnc(NC(=O)Nc2ccccc2OC)s1,-5.6%[46.1 µM],-11.9%,u,-0.5%,-1.0%,1.3%,-1.8%,-3.4%,9.1%,-1.1,-13.4%
O=S(=O)(c1ccc(SCCOc2ccc(Br)cc2)nc1)N1CCCC1,1.9%,10.3%,-9.7%,12.3%,12.8%,-5.5%,0.0%,-6.1%,-2.0%,-17.8,-0.7%
COc1ccc(CNC(=O)c2ccc(N3CCC4(CC3)CC(c3ccc(Cl)cc3)=NO4)c(NC(=O)Cc3ccc(F)cc3)c2)cc1,-1.7%,-13.1%,28.6%,x,4.2%,1.9%,3.1%,-6.9%,-1.2%,2.6,38.2%
OCCNc1ncnc2c1ncn2Cc1ccccc1,2.5%,-13.4%,u,-1.0%,-1.4%,-5.1%,0.9%,5.3%,-6.9%,-5.6,11.7%
Cc1ccc(NC(=O)CN2C(=O)NC(C)(C3CC3)C2=O)c([N+](=O)[O-])c1 (stereo not given),4.8%,3.1%,24.2%,2.1%,-20.6%,-0.9%,0.0%,4.5%,u,-17.3,u
CCn1c(SCC(=O)Nc2ccc(S(=O)(=O)Nc3ccccn3)cc2)nnc1-c1ccncc1,-4.2%,-24.0%,12.8%,-2.8%,-0.6%,-1.1%,-1.3%,3.1%,1.7%,-6.1,-16.0%
COc1ccccc1CNC(=O)c1ccc2ccccc2n1,-1.2%,-7.3%,10.5%,22.2%,33.0%,0.4%,4.0%,7.3%,u,-27.8,-13.5%
CN(CC(=O)NCc1ccc(Cl)cc1)S(=O)(=O)c1cccc2nsnc12,x,7.3%,-16.3%,-0.6%,-3.0%,-5.1%,-1.7%,-1.6%,5.5%,1.1,11.1%
COc1ccc(C2/C=C\CN(CC(C)C)CC(=O)N2Cc2ccc(F)cc2)cc1 (stereo not given),-0.3%,-6.8%,11.1%,2.1%,-29.0%,-1.7%,-1.3%,-2.6%,3.0%,-4.0,9.7%
NC(=O)[C@@H]1CC2(CC(c3cccc(NC(=O)[C@H]4CCC(=O)N4)c3)=NO2)CN1C(=O)c1ccc(Cl)cc1 (stereo not given in full),8.6%,6.5%,15.4%,-5.3%,9.7%,-3.8%,4.2%,2.8%,u,26.5,-21.0%
O=C(Cc1ccccc1)NNS(=O)(=O)c1ccc(F)cc1,-4.6%,5.8%,1.9%,-1.3%,7.0%,-3.2%,-2.4%,4.2%,u,6.7,10.9%
O=C(/C=C/c1ccco1)Nc1cccc(NC(=O)/C=C/c2ccco2)n1,-3.2%[46.1 µM],-0.9%,u,7.3%,3.1%,-0.4%,u,-0.4%,u,-24.4,-43.4%[inhibitor]
